Source: PubChem BioAssay (several laboratories)
SIAE primary – inhibitors of human sialic acid acetylesterase SIAE. Q9HAT2. AID 1053197. 370,000 compounds, 0.69% hits. inhibition, % at 9.66 µM. SIAE FP-Rh probe binding, fluorescence polarization;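 active = inhibition above a cutoff: mean of compounds within the control limits plus 3 SD of those, cut at about 17% in these data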;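 also: 0% = plate median of compound wells and 100% = probe without SIAE protein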
TDP2 inh – TDP2 (human) inhibition, absorbance primary screen; O95551; recombinant TDP2, T5PNP hydrolysis, p-nitrophenol absorbance 415 nm; inhibition, % at 12.8 µM; 370,000 compounds, 0.34% hits;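 active = inhibition above the mean of all tested compounds plus 3 SD, set per campaign, cut at about 25% in these data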;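 also: 0% = DMSO with enzyme and 100% = buffer with substrate but no TDP2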
Target sequence (O95551 whole entry, looked up): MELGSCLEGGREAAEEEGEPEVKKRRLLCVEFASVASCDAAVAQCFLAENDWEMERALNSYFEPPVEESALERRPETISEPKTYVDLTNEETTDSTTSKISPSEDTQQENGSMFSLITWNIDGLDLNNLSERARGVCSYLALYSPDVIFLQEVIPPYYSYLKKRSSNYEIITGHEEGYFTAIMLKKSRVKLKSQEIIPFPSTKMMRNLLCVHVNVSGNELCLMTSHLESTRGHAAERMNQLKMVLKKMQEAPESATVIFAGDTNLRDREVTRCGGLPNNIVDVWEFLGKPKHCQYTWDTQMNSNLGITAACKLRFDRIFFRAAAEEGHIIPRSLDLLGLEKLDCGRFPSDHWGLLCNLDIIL
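System – recombinant human TDP2 · Quantity – TDP2 enzyme at 120 nM final · Doses – single concentration, 12.8 µM nominal, with 1% DMSO · Incubation – 2 h at 37 °C · Measured by – epi absorbance of p-nitrophenol freed from T5PNP by hydrolysis · Read-out – % inhibition relative to enzyme-containing and enzyme-free wells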
HTRA1 inh – blocks human HTRA1 serine peptidase | recombinant HTRA1, FP-rhodamine activity-based probe, fluorescence polarization | 340,000 compounds, 0.5% hits | inhibition, % at 5.96 µM | Q92743; in the data active = inhibition above about 36%;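 also: 0% = enzyme with DMSO and 100% = wells lacking enzyme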
mABHD4 FP – ABHD4 (mouse) inhibition, primary FP screen; Q8VD66; purified mABHD4, FP-Rh probe fluorescence polarization; AID 720543; inhibition, % at 8.92 µM; 370,000 compounds, 0.54% hits;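 active = inhibition exceeding the mean over every tested compound plus 3 SD, cut at about 30% in these data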;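 also: 0% = plate median of compound wells and 100% = S159A mutant with DMSO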
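Assay system: Wild-type mouse ABHD4 protein | Medium: HEPES pH 7.0 buffer, 150 mM NaCl, 0.01% Pluronic F-127 | Incubation: Enzyme–compound pre-incubation 45 min, then probe 60 min, both 25 °C | Technique: Fluorescence polarization with parallel and perpendicular emission, 525/598 nm | Evaluation: % inhibition of FP-Rh probe binding versus controls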
LEDGF integ inh – blocks HIV-1 LEDGF/p75-dependent DNA integration. 370,000 compounds, 0.64% hits. TR-FRET IN-LEDGF/p75 DNA integration, Eu/Cy5. inhibition, % at 3.7 µM;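 active = inhibition above the screen-wide mean plus 3 SD, cut at about 13% in these data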;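 also: signal is the Cy5 over europium emission ratio at 671 and 618 nm; 0% = plate median of compound wells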
Rev-erbA mod – Rev-erb alpha (human) modulation. Rev-erbα–FITC-DNA binding, fluorescence polarization, 90 min. activity, % at 10 µM. 370,000 compounds, 0.79% hits. AID 1259318;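 active = activity above about 14%, limit read from the data; passing the limit was not always enough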;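 also: 0% = DMSO wells with 35 nM protein and 100% = DMSO wells with 750 nM protein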
Target sequence (P20393 whole entry, looked up): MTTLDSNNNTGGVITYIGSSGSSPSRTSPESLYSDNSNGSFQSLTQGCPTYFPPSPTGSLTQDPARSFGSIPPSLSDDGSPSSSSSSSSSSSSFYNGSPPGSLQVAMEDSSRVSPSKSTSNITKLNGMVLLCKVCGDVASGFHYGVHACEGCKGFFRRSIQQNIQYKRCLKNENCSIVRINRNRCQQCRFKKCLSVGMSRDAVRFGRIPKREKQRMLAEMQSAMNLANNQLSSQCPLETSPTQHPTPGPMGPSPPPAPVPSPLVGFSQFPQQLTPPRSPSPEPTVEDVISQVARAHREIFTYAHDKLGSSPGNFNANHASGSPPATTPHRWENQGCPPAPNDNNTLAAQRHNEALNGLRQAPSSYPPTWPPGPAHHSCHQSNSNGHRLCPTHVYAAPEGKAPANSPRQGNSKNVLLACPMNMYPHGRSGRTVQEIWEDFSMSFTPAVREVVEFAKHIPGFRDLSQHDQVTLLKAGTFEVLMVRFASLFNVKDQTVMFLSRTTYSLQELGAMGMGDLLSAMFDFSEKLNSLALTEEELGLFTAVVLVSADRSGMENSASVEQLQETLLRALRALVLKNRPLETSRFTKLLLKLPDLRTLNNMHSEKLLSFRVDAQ
PG9 Ab binder – binds the HIV-1 gp120 antibody PG9. TR-FRET gp120-PG9 antibody binding. inhibition, % at 6.7 µM. 360,000 compounds, 0.43% hits; in the data active = inhibition above about 8.5%
rCAG binder – r(CAG) repeat RNA binding; inhibition, % at 3 µM; TO-PRO-1 dye displacement fluorescence; 370,000 compounds, 1.3% hits; AID 651821;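 active = inhibition above the plate cutoff, the mean of all test compounds on that plate plus 3 SD, cut at about 35% in these data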;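 also: 0% = DMSO alone and 100% = 100 µM mitoxantrone as full dye displacement; higher means more dye released from RNA so lower well fluorescence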
TCR-CD3 inh – inhibitors of human TCR-CD3 interaction | TAMRA-labeled TCR probe fluorescence, biochemical | inhibition, % at 9.4 µM | 360,000 compounds, 0.37% hits; in the data active = inhibition above about 19%;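 also: recombinant mutant TCR 2C K166C tagged with TAMRA read by polarization; 0% = receptor in buffer alone and 100% = receptor with positive control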
PRMT1 inh – inhibitors of human PRMT1. 370,000 compounds, 1.3% hits. inhibition, % at 2.79 µM. recombinant PRMT1, activity-based probe fluorescence polarization. Q99873;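 active = inhibition above about 21% made by adding two undisclosed values, limit read from the data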
* = called active by the depositor; nt = no result given. An excerpt, so the mix of outcomes need not match the whole.

SMILES | SIAE primary | TDP2 inh | HTRA1 inh | mABHD4 FP | LEDGF integ inh | Rev-erbA mod | PG9 Ab binder | rCAG binder | TCR-CD3 inh | PRMT1 inh
CC(=O)NC(c1ccc(F)c(F)c1)c1nc(-c2cc3ccccc3o2)cs1 (configuration not stated) | 3 | 6 | nt | -1 | 0 | -5 | 1.4 | 3 | 6 | 1
Cc1ccc(N(CC(=O)NCc2ccc(F)cc2)C(=O)c2ccco2)cc1C | -1 | 7 | 2 | -3 | -1 | 5 | 1.2 | 2 | 8 | 0
O=c1ccc(-c2ccccc2)nn1Cc1ccc(F)cc1 | 0 | -3 | 4 | -2 | -3 | -4 | 0.3 | -8 | -3 | 2
c1ccc(Cc2nnc3n2N=C(c2ccccc2)CS3)cc1 | -8 | 0 | -3 | 2 | 5 | 1 | -2.8 | -6 | 5 | 2
CS(=O)(=O)N(CCc1ccccc1)CC(=O)N1CCN(Cc2ccccc2)CC1 | 2 | -2 | -1 | -2 | 2 | 0 | 0.6 | -8 | 6 | -2
O=C(CN(Cc1ccco1)C(=O)c1ccc(Cl)cc1)Nc1ccc(Cl)c(Cl)c1 | 9 | 10 | -1 | 5 | 2 | -5 | -2.2 | 1 | -2 | 1
Clc1ccc(-c2ccc(/C=N/Nc3cc(N4CCOCC4)nc(N4CCOCC4)n3)o2)cc1 | 13 | -8 | -2 | 2 | -2 | -6 | -0.6 | 7 | 6 | -1
CC(C)C[C@H](NC(=O)N1CCn2c1nc1ccccc12)C(=O)NCc1ccccc1 | -5 | -14 | -10 | -2 | 1 | 1 | 1.4 | -3 | 7 | 1
O=C(NCCCl)NNc1c(Cl)cc(Cl)cc1Cl | 1 | -7 | -3 | -2 | 0 | 4 | -0.5 | 1 | -3 | 5
Cn1c(CCNC(=O)c2ccccc2)nc2cc(NC(=O)c3ccco3)ccc21 | -1 | 3 | 0 | 0 | -1 | -6 | -1.6 | 0 | -2 | -2
CNc1ccccc1 | 0 | -2 | -1 | 4 | -3 | -2 | 0.6 | 0 | 1 | -1
CC1CCN(S(=O)(=O)c2ccc(NC(=O)Cc3cccs3)cc2)CC1 | -16 | -2 | -20 | -21 | 0 | -7 | -0.2 | 24 | 4 | 7
O=C(O[C@H]1[C@H](Cc2ccccc2)NS(=O)(=O)[C@H]2C[C@@H]3C=C[C@]12O3)c1ccc([N+](=O)[O-])cc1 | 1 | 2 | -10 | -2 | 2 | 2 | 0.6 | 3 | -3 | 1
COc1ccc(N2CCN(S(=O)(=O)c3c(C(=O)N4CCOCC4)c(C)n(C)c3C)CC2)cc1 | 3 | -8 | -1 | -7 | 8 | 4 | -0.4 | 0 | 4 | -3
O=C(CSc1ncccc1C(=O)O)NC12CC3CC(CC(C3)C1)C2 | -5 | -3 | -2 | 9 | -2 | -4 | -2.9 | 2 | 8 | -1
CCOc1cc2[nH]c(=O)n(CC3CCC(C(=O)NCCC(C)C)CC3)c(=O)c2cc1OCC (configuration not stated) | 5 | -10 | 3 | 7 | -3 | 2 | -0.1 | 1 | -1 | -9
NC(=O)c1cc(S(=O)(=O)Nc2ccccc2)cs1 | 1 | -5 | 4 | -4 | 5 | -1 | -0.3 | 7 | -4 | 0
OCCN1CCN(CC/C=C2/c3ccccc3CSc3ccccc32)CC1 | 2 | 4 | nt | -2 | 0 | -1 | -2.4 | 5 | 16 | 0
O=C(Nc1nccs1)c1ccc(N2C(=O)C3CCCCC3C2=O)cc1 (configuration not stated) | 1 | -13 | -6 | -9 | 1 | 4 | -0.5 | 4 | -5 | 0
Cc1cc2oc(=O)c3c(c2cc1OC(=O)c1ccco1)CCCC3 | 1 | 1 | 3 | 1 | -2 | 14 | -0.7 | 1 | 12 | -3
C[C@H](O)C(=O)C1=Nc2c(nc(N)[nH]c2=O)NC1 | 10 | 6 | 1 | -5 | 2 | -2 | -3.7 | 0 | 14 | -1
COC(C/C=C/[C@@H](O)[C@@H](C)OCc1ccccc1)OC | -8 | -10 | -1 | -6 | 1 | -2 | 1.2 | -2 | 2 | -2
Cc1cc(C)cc(NC(=S)N2CC(C)OC(C)C2)c1 (configuration not stated) | 2 | 1 | 1 | 1 | 2 | -2 | -2.8 | 0 | -2 | 0
Cc1ccccc1S(=O)(=O)Nc1ncnc2ccccc12 | -1 | -10 | -4 | 4 | -6 | 2 | -1.6 | 2 | -1 | 1
COc1ccc(C(C(=O)NC(C)(C)C)N(C[C@H]2CC[C@@H]([C@@H]3CC[C@H](CO)O3)O2)C(=O)c2ccccc2)cc1 (some centres not stated) | -4 | -5 | 1 | 3 | -1 | -6 | -0.8 | -1 | 7 | -2

Entries shown so far with a Cl atom (3):
SMILES | SIAE primary | TDP2 inh | HTRA1 inh | mABHD4 FP | LEDGF integ inh | Rev-erbA mod | PG9 Ab binder | rCAG binder | TCR-CD3 inh | PRMT1 inh
O=C(CN(Cc1ccco1)C(=O)c1ccc(Cl)cc1)Nc1ccc(Cl)c(Cl)c1 | 9 | 10 | -1 | 5 | 2 | -5 | -2.2 | 1 | -2 | 1
Clc1ccc(-c2ccc(/C=N/Nc3cc(N4CCOCC4)nc(N4CCOCC4)n3)o2)cc1 | 13 | -8 | -2 | 2 | -2 | -6 | -0.6 | 7 | 6 | -1
O=C(NCCCl)NNc1c(Cl)cc(Cl)cc1Cl | 1 | -7 | -3 | -2 | 0 | 4 | -0.5 | 1 | -3 | 5

Later entries
SMILES | SIAE primary | TDP2 inh | HTRA1 inh | mABHD4 FP | LEDGF integ inh | Rev-erbA mod | PG9 Ab binder | rCAG binder | TCR-CD3 inh | PRMT1 inh
COc1ccc(COCC(O)CN2CCC(C(N)=O)CC2)cc1OC (configuration not stated) | 4 | 8 | -1 | 2 | 4 | -5 | -1.9 | -3 | 6 | -5
CCC(C(=O)OCC(=O)Nc1cc(Cl)ccc1Cl)c1ccccc1 (configuration not stated) | -5 | -6 | 9 | -9 | -1 | 1 | -2.3 | -4 | 1 | -2
CN(Cc1ccccc1)C(=O)COC(=O)c1ccc(S(=O)(=O)N(C)C)cc1 | -11 | 1 | 7 | 0 | -5 | 4 | 1.6 | -2 | -3 | 4
O=C(Cn1cnc2c(nnn2Cc2ccccc2)c1=O)c1ccc(Cl)cc1 | -4 | 9 | 5 | 0 | 0 | 7 | 0.8 | 2 | 9 | -4
CCc1c(O)nc(SCC(=O)N2CCOCC2)n(-c2ccccc2)c1=O | 9 | 5 | -4 | -1 | -1 | -4 | 0.5 | 2 | 2 | 16
O=C(Oc1ccc(/C=N/NC(=O)c2ccccn2)cc1)c1cccc(Br)c1 | -8 | 5 | -1 | 7 | 1 | -3 | -1.2 | 2 | -2 | 3
COc1ccc(N2CCN(C(CNC(=O)C(C)(C)C)c3cccnc3)CC2)cc1 (configuration not stated) | 1 | 0 | 5 | -1 | 5 | 6 | -3.5 | -4 | 5 | -2
CCN(CC1CCCN(CCc2cccc(F)c2)C1)C(=O)c1cc2ccccc2o1 (configuration not stated) | -12 | 12 | -6 | 2 | 2 | -3 | -0.2 | -5 | 12 | -2
Cc1nc2ccccn2c1-c1csc(Nc2cccc(O)c2)n1 | 3 | 0 | 4 | 6 | -1 | 1 | -3.0 | 5 | -9 | 3
Cc1ccc(-c2nnnn2-c2ccccc2C(=O)O)cc1 | -4 | -8 | 0 | -1 | 1 | 2 | -2.6 | 2 | -1 | -1
COc1ccc(OC)c(C(=O)/C=C/c2cccnc2)c1 | 2 | -3 | -5 | 1 | 2 | -4 | -0.5 | -1 | 8 | -1
Cc1cc(C(=O)N2CCN(S(=O)(=O)c3ccc(C)c(C)c3)CC2)no1 | 0 | 6 | 8 | 1 | 1 | 7 | -1.1 | -1 | 4 | 0
CCOc1cc(-c2c(C#N)c(=O)[nH]c3c2c(C)nn3-c2ccc(F)cc2)ccc1O | 0 | 5 | -10 | 7 | -2 | 5 | 0.4 | 48* | 0 | -1
CCCCc1nccn1CCn1ccnc1CCCC | 14 | 9 | 8 | -5 | -1 | 3 | 0.4 | -2 | 0 | -3
CCn1cc(Cl)c(C(=O)Nc2c(C)nn(Cc3c(F)c(F)c(F)c(F)c3F)c2C)n1 | -5 | -8 | -1 | -2 | 4 | 2 | -0.6 | -4 | -3 | -3
CCCCn1c2ccc(F)cc2c2nnc(SCCN3CCCCC3)nc21 | -4 | -6 | 3 | 1 | 0 | -5 | -1.3 | 11 | 3 | 13
O=C(CCC(=O)N(CC(=O)NC1CCCC1)Cc1ccc2c(c1)OCO2)Nc1ccccn1 | -1 | -1 | 2 | 1 | 0 | -3 | -1.0 | -12 | -5 | 3
Cc1cccc(OCC(=O)Nc2ccc(S(=O)(=O)N3CCCC3)cc2)c1 | -9 | 10 | -34 | -15 | -2 | 5 | -2.6 | 4 | 11 | -1
CN(CC1CCOCC1)C(=O)CC1C(=O)NCCN1Cc1cccc(F)c1 (configuration not stated) | 1 | 7 | 6 | 3 | -1 | 5 | 3.0 | 0 | 6 | 6
COc1ccc2c(c1)N(C)/C(=C1/SC(=NCc3ccccc3)N(c3ccccc3)C1=O)S2 | 1 | -9 | 2 | -7 | 3 | 0 | 0.3 | 5 | -1 | -3
COC(=O)c1sc(N2C(=O)c3oc4ccccc4c(=O)c3C2c2cccc(O)c2)nc1C (configuration not stated) | -30 | 3 | -7 | 13 | -3 | 3 | 1.8 | 21 | 1 | 5
COc1cccc(CNC(=O)Cn2cccc2)c1 | 8 | -6 | -2 | 3 | 1 | -1 | -2.5 | -1 | 3 | 1
COC(=O)CCn1nc(-c2ccc(C)cc2)c2ccccc2c1=O | -2 | 1 | -1 | 1 | -2 | -1 | 7.1 | -6 | -5 | 5
CCC12CN3CC(CC)(CN(C1)C31C(=O)N(C)c3ccc(C)cc31)C2=O (configuration not stated) | 4 | 5 | 8 | 2 | 0 | -7 | -0.2 | 1 | 2 | -1
CCOC(=O)CC(=O)CSCC(=O)Nc1ccc(C)cc1 | -7 | -14 | 5 | -4 | 3 | -2 | -2.5 | 3 | 1 | 40*

Later entries.
SMILES | SIAE primary | TDP2 inh | HTRA1 inh | mABHD4 FP | LEDGF integ inh | Rev-erbA mod | PG9 Ab binder | rCAG binder | TCR-CD3 inh | PRMT1 inh
COCCNC(=O)CSc1nc2ccccc2c(=O)n1CC1CCCO1 (configuration not stated) | 0 | -4 | 6 | -7 | -4 | 9 | -0.1 | -1 | 4 | 3
CCOc1ccc(/C(O)=C2/C(=O)C(=O)N(c3ncccn3)C2c2ccccc2)cc1 (configuration not stated) | -3 | 9 | 3 | 8 | -1 | -3 | 2.5 | 4 | -5 | 2
CCn1cc(-c2ccccc2)c(C(=O)O)c1-c1ccc(OC)cc1 | 7 | 8 | -1 | 0 | -1 | 2 | -1.8 | 0 | 7 | -1
C=CCOc1ccc(/C(O)=C2\C(=O)C(=O)N(CCOC)C2c2cccnc2)cc1 (configuration not stated) | 1 | 6 | 4 | 0 | -1 | 0 | 1.1 | -1 | 0 | 3
O=C1CCCC2=C1C(c1ccncc1)Nc1ccccc1N2 (configuration not stated) | 0 | -2 | 9 | 6 | -1 | -1 | -0.4 | -2 | -9 | -2
Cc1cc(C(=O)O[C@H]2CCC[C@@]3(C(=O)N(Cc4ccccc4)c4ccccc43)[C@H]2NC(=O)CCc2ccccc2)no1 | -2 | -1 | nt | -9 | -2 | 9 | nt | 5 | nt | -4
